Bioassay records as filed in PubChem.
Pf gametocyte: inhibitors of late stage P. falciparum gametocyte viability; inhibition, % at 10.9 µM; P. falciparum stage V gametocytes, ATP luminescence, 24 h; AID 743093; 0.065% of 150,000 active;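 active = inhibition above the mean plus 3 SD of compounds within the control limits, set per campaign, cut at about 38% in these data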;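 also: 0% = DMSO wells and 100% = medium only without gametocytes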
Bim-Mcl-1: disrupts Bim peptide binding to human Mcl-1 | Q07820 | Bead-based flow cytometry, Bim peptide-Mcl-1 binding | inhibition, % at 10 µM | 0.1% of 190,000 active; in the data active = inhibition above about 40%;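 also: 0% = no compound tracer wells and 100% = peptide blocker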
Target sequence (Q07820 whole entry, looked up): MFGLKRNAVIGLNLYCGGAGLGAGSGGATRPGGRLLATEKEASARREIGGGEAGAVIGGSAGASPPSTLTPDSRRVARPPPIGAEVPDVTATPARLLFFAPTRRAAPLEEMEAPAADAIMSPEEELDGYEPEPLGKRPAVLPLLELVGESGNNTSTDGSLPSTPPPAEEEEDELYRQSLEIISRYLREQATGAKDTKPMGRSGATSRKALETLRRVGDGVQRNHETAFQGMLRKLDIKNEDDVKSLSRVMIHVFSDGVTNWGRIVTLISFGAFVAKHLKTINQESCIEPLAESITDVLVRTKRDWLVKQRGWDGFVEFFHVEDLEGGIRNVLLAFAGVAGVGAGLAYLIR
ABCG2 block: blocks JC-1 efflux by human ABCG2 transporter. inhibition, % at 6.6 µM. Q9UNQ0. 0.1% of 190,000 active. IgMXP3 cells, flow cytometry;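 active = inhibition above 80%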;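 also: 0% = DMSO and 100% = nicardipine control wells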
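Test system: IgMXP3 (ABCG2) plus far-red-tagged CCRF-Adr (ABCB1) cells. Reagent: JC-1 dye as substrate. Timing: 10 min exposure at 25 °C with rotation, no wash. Measured by: flow cytometric JC-1 green MFI at 530 nm. Read-out: percent efflux inhibition, scaled nicardipine 100% to DMSO 0%. Control set: nicardipine and DMSO wells.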
ABCB1 block: human ABCB1 inhibition, ABCG2 as counter-screen | P08183 | inhibition, % at 6.6 µM | AID 1326 | CCRF-Adr cells, JC-1 efflux, flow cytometry | 0.067% of 190,000 active; in the data active = inhibition above about 40%;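 also: 0% = vehicle and 100% = reference inhibitor; higher value means more JC-1 retained so stronger ABCB1 efflux block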
RGS8-Gao: regulators of human RGS8-Galphao interaction; P09471; multiplexed bead flow cytometry, RGS8-Galphao binding; actives lie on both sides; response (percent of control binding), % at 10 µM; 0.34% of 220,000 active; in the data active = response below about 60% or above about 140%; inactive = in between;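 also: Galphao activated as the GDP aluminium fluoride complex binding bead-coupled RGS8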
Target sequence (P09471 whole entry, looked up): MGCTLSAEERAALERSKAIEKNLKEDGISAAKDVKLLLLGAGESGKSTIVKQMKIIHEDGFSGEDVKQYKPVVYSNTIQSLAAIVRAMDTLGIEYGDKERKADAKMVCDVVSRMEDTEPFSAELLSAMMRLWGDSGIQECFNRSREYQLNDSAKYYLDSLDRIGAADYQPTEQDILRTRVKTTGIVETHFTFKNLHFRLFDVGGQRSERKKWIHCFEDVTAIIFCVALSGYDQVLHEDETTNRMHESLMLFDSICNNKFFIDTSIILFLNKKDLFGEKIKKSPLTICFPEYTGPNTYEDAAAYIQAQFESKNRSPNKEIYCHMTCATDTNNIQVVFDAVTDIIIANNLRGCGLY
Mcl1-Bid inh: disrupts binding of human Mcl-1 to Bid peptide. TR-FRET Mcl-1/Bid-Dy647 peptide binding, 1536-well. inhibition, % at 21.7 µM. 0.97% of 220,000 active;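 active = compounds that cut the binding signal by more than half at the single screening dose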;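 also: His-tagged Mcl-1 with europium anti-His antibody binding Bid BH3 peptide; 0% = Mcl-1 plus peptide wells and 100% = peptide-only wells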
GSH bead fluor: compound fluoresces at 488/530 nm on GSH beads; GSH beads flow cytometry, compound fluorescence 488/530 nm; hits give high values; fluorescence (KMESF) at 10 µM; 0.25% of 190,000 active; AID 1776; in the data active = fluorescence above about 89;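 also: glutathione beads carrying GST-tagged Bcl family fusion proteins plus one bare bead set; values are compound well signal with DMSO vehicle wells as background; inactives centre near 16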
Avidin fluor: avidin bead compound fluorescence profile; Avidin beads, compound fluorescence 488/530 nm, flow cytometry; hits give high values; fluorescence (KMESF) at 10 µM; 0.38% of 220,000 active; AID 1775; in the data active = fluorescence above about 47; also: inactives centre near 10
RGS4-Gao reg: modulates binding of RGS4 to human Galphao; P09471; Multiplexed bead flow cytometry; actives lie on both sides; binding response (% of control), % at 10 µM; 0.33% of 220,000 active; in the data active = binding response below about 49% or above about 150%; inactive = in between;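 also: fluorescent Galphao activated with aluminum fluoride binding bead-coupled RGS4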
RGS7-Gao: modulates binding of RGS7 to human Galphao | P09471 | Multiplexed bead flow cytometry; actives lie on both sides | binding response (% of control), % at 10 µM | 0.35% of 220,000 active | AID 1439; in the data active = binding response below about 49% or above about 150%; inconclusive = no clear call, values can overlap the other calls; inactive = in between;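 also: fluorescent Galphao held in activated GDP-AlF4 state binding bead-coupled RGS7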
Mcl1-Noxa inh: disrupts binding of human Mcl-1 to Noxa peptide; Q07820; TR-FRET Mcl-1/Noxa peptide binding, 2 h; inhibition, % at 21.7 µM; 1.5% of 220,000 active; AID 1022;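 active = compounds that cut the protein-peptide binding signal by more than 50% relative to plate controls in a single-dose test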;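 also: His-tagged Mcl-1 with rhodamine Noxa BH3 peptide and terbium anti-His antibody; 0% = Mcl-1 plus Noxa peptide wells and 100% = peptide-only wells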
The depositor's hits bear a star; u = inconclusive; x = not tested or not shown; & = joins results of further samples.

SMILES	Pf gametocyte	Bim-Mcl-1	ABCG2 block	ABCB1 block	RGS8-Gao	Mcl1-Bid inh	GSH bead fluor	Avidin fluor	RGS4-Gao reg	RGS7-Gao	Mcl1-Noxa inh
CC1CCCCC1NCc1cccc([N+](=O)[O-])c1 (stereo unspecified)	-20	-2	3	0.1	100	6	17	9	103	103	25
CC(C)(C)C(=O)Nc1nc(C2CCCN2S(=O)(=O)c2ccc(Cl)cc2)cs1 (stereo unspecified)	x	2	1	0.6	104	-19	60	6	101	103	-8
Cc1ccc(Cl)cc1N1CCN(C(=O)C2CCN(S(C)(=O)=O)CC2)CC1	x	0	2	1.6	100	-36	13	9	97	u	9
Cc1ccccc1C(=O)NNC(=O)CSc1nc2ccccc2c(=O)[nH]1	6	x	x	x	100	15	x	10	103	u	10
CCOC(=O)c1cccnc1SC(CC)C(=O)NCc1ccco1 (stereo unspecified)	x	-1	2	0.8	101	-8	39	3	99	99	11
O=C(Nc1ccccc1C(F)(F)F)c1ccc(F)c(S(=O)(=O)N2CCOCC2)c1	x	-9	9	0.8	100	-22	26	11	100	99	8
CC(C)COC(=O)N1CCCC1C(=O)Nc1nccs1 (stereo unspecified)	x	-4	2	0.3	98	-18	30	15	100	101	8
CCC(=O)OCc1cc2cccc(C)c2[nH]c1=O	x	0	3	0.5	101	10	51	8	100	101	2
CC(C)Oc1cccc(C(=O)C2CCCN(C(=O)CCn3cnnn3)C2)c1 (stereo unspecified)	x	0	1	0.2	101	-14	12	11	99	99	-9
COc1nc(-c2ccccc2)ccc1-c1noc(C)n1	4	0	1	-0.3	100	-14	27	11	95	98	14
Cc1ccccc1NC(=O)c1cccc(S(C)(=O)=O)c1	5	0	2	0.6	103	4	17	45	105	107	8
CCOc1c2ccc(C(=O)NCc3ccc(C)cc3)cc2nn1CCOC	10	-3	1	0.2	100	-14	22	30	100	96	10
COc1cccc(/C=N/NC(=S)Nc2cccc(C(=O)O)c2)c1	x	-1	-1	-0.4	103	-46	9	20	100	102	15
Cc1sc(NC(=O)CSc2nnnn2C2CCCCC2)c(C#N)c1C	x	-5	0	-0.1	101	-12	11	35	100	99	4
Nc1c(C(=O)NCc2ccccc2)c2nc3ccccc3nc2n1CCCN1CCOCC1	x	6	14	2.4	103	12	18	5	101	99	34
Cc1nc2ncccn2c1-c1csc(Nc2ccccc2)n1	-6	22	3	-0.2	104	-18	3	7	104	103	9
Cc1cc(NC(=O)CSC2=NCCS2)no1	-4	-3	6	0.8	98	-15	32	14	102	100	8
CN1CCN(c2ccc([N+](=O)[O-])cc2C(=O)c2ccccc2)CC1	x	-5	0	1.6	103	-17	9	13	103	103	19
Nc1nonc1C(=O)OCC(=O)c1ccc(Cl)cc1	22	-3	2	0.2	92	-9	18	10	96	95	-11
CCCC(=O)Nc1ccc(C(=O)NNC(=O)c2ccco2)cc1	x	1	0	0.0	103	-28	53	6	98	94	0
CCn1c(NC(=O)Nc2ccccc2OC)nc2ccccc21	x	0	1	0.2	101	-46	14	32	102	106	0
COC(=O)c1ccc(CSc2nc3ccccc3c(=O)n2CC(C)C)o1	15	-5	10	2.2	100	-12	25	11	102	104	19
CC(C)c1ccc(NC(=O)N2CCCC2C(=O)Nc2ccc(-n3cnnn3)cc2)cc1 (stereo unspecified)	2	0	1	0.2	105	-20	17	11	98	100	-5
O=C(c1cccc2ccccc12)C1CCCN(C(=O)c2ccc(N3CCOCC3)cc2)C1 (stereo unspecified)	2	-4	2	0.9	98	-29	11	9	95	91	-10
CCOP(=O)(O)c1ccccc1OCCOCCOc1ccccc1P(=O)(O)OCC	x	-1	0	-0.1	101	30	24	10	102	101	54*
COc1cc(NS(=O)(=O)c2ccc(N/C=C(\C=O)c3nc4cc(Cl)ccc4o3)cc2)nc(OC)n1	x	-6	0	0.2	100	-30	25	12	99	98	-11
CCCCOC(=O)n1ccc(C(=O)Nc2ccccc2OC)n1	x	-11	2	0.6	101	-10	34	5	102	99	9
O=S(=O)(c1cccc(-c2nc3ccccc3s2)c1)N1CCCC1	x	-1	4	0.5	98	-6	28	5	97	98	14
c1cncc(-c2csc(NCc3ccco3)n2)c1	x	1	9	0.8	101	-52	11	10	96	97	0
COc1ccccc1CNC(=O)Cc1cc(=O)[nH]c(=O)[nH]1	x	-1	-2	-0.7	103	-9	15	13	93	103	-10
CC(C)c1ccc(C(=O)NCc2ccc(Cl)cc2)cc1	-15	-1	7	0.7	100	-12	12	5	93	92	-15
Cc1nc(SCCOc2ccccc2)[nH]c(=O)c1Cc1ccccc1	0	0	-1	-0.3	98	-7	10	2	97	98	-3
CC(=O)NC12CC3CC(C1)CC(C(=O)OCC(=O)Nc1ncc(Cl)cc1Cl)(C3)C2	x	-4&0	2&3	1.3&0.5	99&113	-72	9&16	11&20	100&115	101&112	4
CN1CCN(C(=O)C2=C[C@@H](C3CC3)C[C@@H](OCc3ccc(CO)cc3)O2)CC1	-6	-1	0	0.1	99	-9	21	5	98	97	0
CC(C)CNC1CS(=O)(=O)CC1O (stereo unspecified)	10	x	x	x	99	1	x	6	100	u	6
COc1ccc(C(CNC(=O)COc2ccccc2C#N)N2CCOCC2)cc1 (stereo unspecified)	0	3	2	0.6	99	-59	14	13	102	91	-4
C=CCNC(=O)C12CCC(C)(C(=O)C1Br)C2(C)C (stereo unspecified)	8	-2	1	x	98	-8	12	6	98	96	-2
COC(=O)c1ccc(Cn2cc(C(F)(F)F)cc([N+](=O)[O-])c2=O)cc1	3	-1	0	0.5	101	-21	18	9	98	u	7
CCCCNC(=O)CSc1nc2ccc(C)cc2[nH]1	x	0	4	0.2	100	-5	15	12	103	101	7
O=C(CSc1nnc(-c2ccc([N+](=O)[O-])cc2)o1)Nc1ccccn1	-2	1	8	1.2	95	-27	16	8	92	93	2

Reprinted at random: 2 records from the list
SMILES	Pf gametocyte	Bim-Mcl-1	ABCG2 block	ABCB1 block	RGS8-Gao	Mcl1-Bid inh	GSH bead fluor	Avidin fluor	RGS4-Gao reg	RGS7-Gao	Mcl1-Noxa inh
COC(=O)c1ccc(Cn2cc(C(F)(F)F)cc([N+](=O)[O-])c2=O)cc1	3	-1	0	0.5	101	-21	18	9	98	u	7
CN1CCN(C(=O)C2=C[C@@H](C3CC3)C[C@@H](OCc3ccc(CO)cc3)O2)CC1	-6	-1	0	0.1	99	-9	21	5	98	97	0

(listing goes on)
SMILES	Pf gametocyte	Bim-Mcl-1	ABCG2 block	ABCB1 block	RGS8-Gao	Mcl1-Bid inh	GSH bead fluor	Avidin fluor	RGS4-Gao reg	RGS7-Gao	Mcl1-Noxa inh
Cc1cccc(C(=O)NNC(=O)c2ccc(Br)cc2)c1	6	-1	1	0.2	99	-14	26	11	102	96	3
CC(=O)Nc1ccc(S(=O)(=O)N(C)c2ccc(O)cc2)cc1	x	-1	0	0.1	104	-43	26	5	100	99	-2
Cc1occc1C(=O)Nc1ccc(Br)cc1F	x	2	3	0.3	77	-10	10	7	92	87	23
O=C(COC(=O)/C=C/c1cn(-c2ccccc2)nc1-c1cccnc1)Nc1ccc(Cl)cc1Cl	0	13	31	-0.1	97	17	10	17	103	100	14
CCNc1nc(NC(N)=S)nc(NC(C)(C)C)n1	7	-2	0	0.0	102	-61	26	10	104	105	11
CC1CCCCN1S(=O)(=O)c1ccc(S(=O)(=O)N(CC(=O)Nc2ccccc2)Cc2cccs2)cc1 (stereo unspecified)	-15	-3	0	1.8	102	-16	12	5	103	98	-3
CC(=O)Nc1ccccc1OCc1cnc(Cl)s1	x	0	1	-0.1	103	-5	14	6	105	104	4
COc1ccc(C(=O)NCc2nnc(SCC(=O)Nc3nc4ccc(C)cc4s3)o2)cc1OC	2	-4	2	-0.1	99	-10	5	12	99	97	-4
COCCCNS(=O)(=O)c1ccc(S(=O)(=O)N2CCCC2)cc1	x	3	1	0.3	99	15	17	34	99	100	9
COc1ccc(C=O)cc1Cn1c(=O)n(CCC(=O)NCc2ccco2)c(=O)c2sccc21	-2	0	2	0.4	100	-30	21	10	99	99	-7
CCc1nc(N)c(C#N)c(-c2ccc(OC)c(OC)c2)c1C	x	0	10	0.9	100	2	26	12	99	102	1
Cc1ccc(NC(=O)c2ccnc(C(C)(C)C)c2)cc1	x	-4	18	1.2	113	-8	15	7	99	102	19
CC(C)(C)n1ncc2c(=O)n(Cc3ccc(Cl)cc3Cl)cnc21	x	-1	4	1.0	94	-10	17	14	97	96	-5
COC(=O)CSc1nnc([C@H](Cc2ccccc2)NC(=O)OC(C)(C)C)o1	11	-1	4	0.8	104	0	17	10	104	103	0
CCOC(=O)C(Sc1ncnc2c1sc1nc(N3CCOCC3)c3c(c12)CCCC3)c1ccccc1 (stereo unspecified)	x	-4	-4	-0.4	95	-22	37	11	96	93	-225
CCCCOC(=O)c1ccc(NC(=O)c2cnc3n(c2=O)CCS3)cc1	-1	-5	14	0.9	100	12	24	32	100	100	10
COc1ccccc1C1CCN(c2cc(O)ccc2[N+](=O)[O-])CC1	-22	x	x	x	101	0	x	2	100	u	-18
Cn1c(CNC(=O)c2ccco2)nnc1SCC(=O)Nc1c(F)cc(F)cc1Br	-11	-1	0	0.3	104	-26	18	10	101	96	2
Cc1nn(-c2nc3ccccc3[nH]2)c(N)c1-c1ccc(Cl)cc1	x	-3	1	0.4	104	-29	14	23	100	98	-113

Among those listed so far, 8 contain two or more sulfur atoms:
SMILES	Pf gametocyte	Bim-Mcl-1	ABCG2 block	ABCB1 block	RGS8-Gao	Mcl1-Bid inh	GSH bead fluor	Avidin fluor	RGS4-Gao reg	RGS7-Gao	Mcl1-Noxa inh
CC(C)(C)C(=O)Nc1nc(C2CCCN2S(=O)(=O)c2ccc(Cl)cc2)cs1 (stereo unspecified)	x	2	1	0.6	104	-19	60	6	101	103	-8
Cc1sc(NC(=O)CSc2nnnn2C2CCCCC2)c(C#N)c1C	x	-5	0	-0.1	101	-12	11	35	100	99	4
Cc1cc(NC(=O)CSC2=NCCS2)no1	-4	-3	6	0.8	98	-15	32	14	102	100	8
O=S(=O)(c1cccc(-c2nc3ccccc3s2)c1)N1CCCC1	x	-1	4	0.5	98	-6	28	5	97	98	14
CC1CCCCN1S(=O)(=O)c1ccc(S(=O)(=O)N(CC(=O)Nc2ccccc2)Cc2cccs2)cc1 (stereo unspecified)	-15	-3	0	1.8	102	-16	12	5	103	98	-3
COc1ccc(C(=O)NCc2nnc(SCC(=O)Nc3nc4ccc(C)cc4s3)o2)cc1OC	2	-4	2	-0.1	99	-10	5	12	99	97	-4
COCCCNS(=O)(=O)c1ccc(S(=O)(=O)N2CCCC2)cc1	x	3	1	0.3	99	15	17	34	99	100	9
CCOC(=O)C(Sc1ncnc2c1sc1nc(N3CCOCC3)c3c(c12)CCCC3)c1ccccc1 (stereo unspecified)	x	-4	-4	-0.4	95	-22	37	11	96	93	-225
